IL1B NFkB inh: inhibitors of IL-1B driven NFkB p65 nuclear import, primary screen, imaging, HUVEC, IL-1B stimulus, high-content imaging; inhibition, % at 2 µM; hit rate 0.43% among 94,000; HUVEC IL-1B NFkB p65 nuclear translocation imaging;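 active = inhibition above about 30% together with a positive call from visual inspection of the well image, limit read from the data; inconclusive = inhibition above a set limit but visual check negative; inactive = inhibition not above a set limit, visual check negative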;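 also: nuclear over cytoplasmic p65 intensity ratio measured by imaging; 0% = IL-1B stimulated DMSO wells and 100% = unstimulated DMSO wells; values of inactives mirror those of a sister screen read the other way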
MRP resist rev: reversal of MRP1-mediated doxorubicin resistance, primary screen, H69AR cells, doxorubicin co-treatment. differential viability (reversal), % at 10 µM. hit rate 0.04% among 85,000. AID 602, 2007. H69AR cells + 2 uM doxorubicin, CellTiter-Glo, 72 h;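 active = viability drop by adding the cancer drug above about 55%, with treated viability meeting a 40% cutoff, limit read from the data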;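 also: viability without doxorubicin minus viability with 2 µM doxorubicin for each compound; larger differential means the compound sensitizes cells more to doxorubicin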
NFkB transloc pot: enhancers of NFkB p65 translocation in HUVEC – imaging, IL-1B stimulus, high-content imaging, primary screen | hit rate 0.3% among 94,000 | activation, % at 2 µM | AID 819, 2007 | HUVEC IL-1B NFkB p65 nuclear translocation imaging;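 active = activation above 40%, about the mean plus 3 SD, also judged a hit on visual image review; inconclusive = activation above 40% but not a hit on visual review; inactive = activation not above 40% and no visual hit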;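 also: percent activation is computed from the nuclear over cytoplasmic p65 intensity ratio; values of inactives mirror those of a sister screen read the other way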
Bcl-B displacement: displacers of TR3 peptide from Bcl-B, primary screen, selectivity assay for Bfl-1 inhibitor project, biochemical, fluorescence polarization; Bcl-2-like protein 10 (Homo sapiens); FP displacement of FITC-TR3 peptide from Bcl-B; higher % means a stronger effect; one-dose displacement, % at 20 µM; IC50 in µM for titrated hits; hit rate 0.11% among 96,000;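 active = displacement above 50% at 20 µM plus a fluorescence interference ratio under 1.5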;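 also: plate controls were wells without compound for no effect and wells lacking Bcl-B protein for full effect; a part of the inactive calls stands beside numbers as strong as those of hits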
PLAP inhibitors HTS: PLAP enzyme inhibitors, biochemical, luminescence, HTS (AID 690). Alkaline phosphatase, placental type (Homo sapiens). purified PLAP, luminescent substrate; higher % means a stronger effect. inhibition, % at 20 µM; hits with a dose series show IC50 in µM. hit rate 0.08% among 96,000; in the data active = a potency from the dose series; inactive = the rest, 99 in 100 with inhibition below about 30%; also: strong numbers were not always called active
MRP resist rev cytotoxicity: further read-out of MRP resist rev, marked with its call; viability, %; H69AR cells, CellTiter-Glo, 72 h; measured here: cytotoxicity without doxorubicin
MRP resist rev with doxorubicin: further read-out of MRP resist rev, marked with its call; viability, %; measured here: viability with 2 uM doxorubicin; stronger effect = lower value
IL1B NFkB inh cell count 2 µM: also measured in IL1B NFkB inh; calls as there; cell count; measured here: cells passing quality filter;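 raw number of nuclei counted in each imaged well without normalization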
NFkB transloc pot cell count 2 µM: recorded beside NFkB transloc pot, whose call it bears; cell count; measured here: cells passing quality filter
Numbers without * were called inactive; ? = inconclusive; . = no result given.

Values run as follows: IL1B NFkB inh cell count 2 µM, IL1B NFkB inh, Bcl-B displacement, MRP resist rev with doxorubicin, MRP resist rev, NFkB transloc pot, PLAP inhibitors HTS, NFkB transloc pot cell count 2 µM, MRP resist rev cytotoxicity
CCN(CC)c1ccc(NC(=O)C2CCCN(S(=O)(=O)c3cccnc3)C2)c(C)c1 (stereo unspecified)
→ 175, -13, -15%, 90, 4, 13, -53%, 175, 94
Cc1cc2ccccc2c(=O)n1CC(=O)NCC(=O)N(C)Cc1ccccc1
→ ., ., -5%, 107, -11, ., -6%, ., 96
COc1ccc2c(c1)C(C)=CC(C)(C)N2C(=O)CNCc1ccc2c(c1)OCO2
→ 110, -4, 13%, 54, -6, 4, -65%, 110, 48
COc1ccccc1CNC(=O)Nc1cccs1
→ ., ., -19%, 83, 10, ., -6%, ., 93
CCOc1ccccc1OCC(O)CNC (stereo unspecified)
→ 95, -4, -10%, 87, 11, 4, 4%, 95, 97
COC(=O)c1ccc(C(=O)Nc2ccc3nc(-c4cccnc4)[nH]c3c2)cc1
→ 148, -12, -13%, 79, -16, 12, -5%, 148, 63
Cc1cccc(-c2nc(CSCC(=O)NCc3cccs3)c(C)o2)c1
→ 119, 20, 8%, 76, 21, -20, -21%, 119, 97
Cc1nc(CNS(=O)(=O)c2ccc3c(c2)CCCC3)cs1
→ ., ., -1%, 112, 2, ., 0%, ., 114
Clc1ccc(CNCCC2=CCCCC2)cc1
→ 132, -7, -12%, ., ., 7, -11%, 132, .
Nc1nnc(COc2ccc(Br)cc2Br)s1
→ 83, 1, -6%, 75, 10, 1, 6%, 83, 85

New compounds follow.
Values run as follows: IL1B NFkB inh cell count 2 µM, IL1B NFkB inh, Bcl-B displacement, MRP resist rev with doxorubicin, MRP resist rev, NFkB transloc pot, PLAP inhibitors HTS, NFkB transloc pot cell count 2 µM, MRP resist rev cytotoxicity
CCC(=O)N1CCN=C1SCc1ccccc1Cl
→ 117, -14, 15%, 94, 1, 14, 2%, 117, 95
CCc1nc(C)cn1S(=O)(=O)c1cc(Br)ccc1OC
→ 206, 10, -9%, 85, 12, -10, -24%, 206, 97
CN(C)c1ccc(-c2noc(C3CCN(S(=O)(=O)c4cccc(C(=O)O)c4)CC3)n2)cc1
→ 51, -7, -7%, 104, -7, 7, -22%, 51, 97
CCOC(=O)C1CCCN(c2ncnc3c2cnn3-c2ccc(Cl)cc2)C1 (stereo unspecified)
→ 63, -14, -5%, ., ., 14, -12%, 63, .
COc1cccc(N2C(=O)C3CCCN3C2c2ccc(F)cc2)c1 (stereo unspecified)
→ 131, -48, -24%, 87, 9, ?, -12%, ., 95
COC(=O)c1cc(Oc2ccc(C(=O)OC)cc2N)cc(C(=O)OC)c1
→ 125, 6, -1%, 83, 6, -6, -6%, 125, 89
CCOC(=O)CNC(=O)CSc1nnnn1-c1cc(C)ccc1C
→ 111, -2, -1%, 100, -5, 2, -11%, 111, 95
COc1ccc(COC(=O)NNC(=O)c2ccccc2Cl)cc1
→ 177, -9, 0%, 86, 11, 9, 9%, 177, 97
COc1ccc(CNC(=O)C2CC=CCC2C(=O)O)cc1OC (stereo unspecified)
→ 110, 14, 1%, 100, -7, -14, -4%, 110, 93
Cc1noc(C)c1COC(=O)c1cc(F)c(F)cc1Cl
→ 156, 11, -7%, 71, 32, -11, -21%, 156, 103

The results go on:
Values run as follows: IL1B NFkB inh cell count 2 µM, IL1B NFkB inh, Bcl-B displacement, MRP resist rev with doxorubicin, MRP resist rev, NFkB transloc pot, PLAP inhibitors HTS, NFkB transloc pot cell count 2 µM, MRP resist rev cytotoxicity
O=C(c1cnn2cccnc12)N1CCN(Cc2ccc3c(c2)OCO3)CC1
→ ., ., -1%, 88, 17, ., 18%, ., 104
COc1ccc(-n2nc(C(=O)Nc3ccc4c(c3)OCO4)c3ccccc3c2=O)c(OC)c1
→ ., ., -7%, 10, -3, ., -8%, ., 7
Cc1ccc(-c2nnn(CC(=O)N3CCCCC3)n2)c(-n2cnnn2)c1
→ 116, 11, 0%, 87, 13, -11, -22%, 116, 100
C/C(=N\O)C(=O)C(CN1CCCCC1)CN1CCCCC1
→ 108, -17, -8%, 0, 0, 17, -15%, 108, 0
O=C(Oc1ccccc1N1C(=O)CCC1=O)c1ccco1
→ 126, -6, 6%, 98, 1, 7, ., 126, 99
O=C(O)CCCNc1cc(N2CCC3(CC2)OCCO3)c2noc3c2c1C(=O)c1ccccc1-3
→ 82, 12, 34%, 84, -12, -10, -8%, 82, 72
Cc1cc(C)c(NC(=O)NC(=O)c2ccc(F)cc2)c(C)n1
→ 136, -25, 0%, 91, 3, 25, -10%, 136, 94
Nc1nc2n(n1)C(c1ccc(F)cc1)CC(c1ccc(F)cc1)N2 (stereo unspecified)
→ 98, 12, 2%, 94, 5, -12, -13%, 98, 99
COc1ccc(S(=O)(=O)N(CC(=O)N/N=C/c2cccs2)c2cc(C)cc(C)c2)cc1OC
→ 128, -2, -5%, ., ., 2, -38%, 128, .
Cc1ccc(-n2c(C)nn(-c3ncc(C(F)(F)F)cc3Cl)c2=O)cc1
→ 88, 5, 4%, 88, 4, -5, 7%, 88, 92

Remaining list, next part:
Values run as follows: IL1B NFkB inh cell count 2 µM, IL1B NFkB inh, Bcl-B displacement, MRP resist rev with doxorubicin, MRP resist rev, NFkB transloc pot, PLAP inhibitors HTS, NFkB transloc pot cell count 2 µM, MRP resist rev cytotoxicity
CCN(CC)S(=O)(=O)c1ccc(Cc2ncc(C(F)(F)F)cc2Cl)s1
→ 202, -13, -67%, 74, 5, 13, -52%, 202, 79
C=CCN1C(=O)C2C(C(=O)NC3CCCCC3)C3C=CC2(O3)C1C(=O)NC1CCCC1 (stereo unspecified)
→ 17*, 100*, 3%, 92, 0, -100, 2%, 17, 92
CC(C)OCCCNC(=O)CCc1nc(-c2ccccc2)no1
→ ., ., -1%, 101, -2, ., -11%, ., 99
Cc1ccc2cc(C(c3nnnn3C(C)(C)C)N3CCCCCC3)c(=O)[nH]c2c1 (stereo unspecified)
→ 134, -4, 4%, ., ., 4, -56%, 134, .
Cc1cc(C)n(-c2cccc(Cl)c2)c(=O)c1C#N
→ 122, -4, -8%, 104, 2, 4, -3%, 122, 106
Cc1cc(C)nc(SCc2nnc(SCC(=O)Nc3nccs3)n2C)n1
→ ., ?, ., 90, 6, -62, ., 124, 95
COC(=O)c1[nH]c2ccccc2c1NC(=O)CNC1CCCCC1
→ 150, 10, -2%, ., ., -10, -40%, 150, .
N#C/C(=C(/O)CSc1ccccc1C(=O)O)c1nc2ccccc2s1
→ 147, 4, -12%, ., ., -4, -5%, 147, .
Cc1cc2oc(=O)cc(C)c2c(=O)o1
→ 154, -9, -3%, 77, 19, 9, 10%, 154, 95
Cc1cc(C)cc(NC(=O)c2nccnc2C(=O)O)c1
→ 173, 2, 8%, 89, 10, -2, 7%, 173, 99

Additional records follow:
Values run as follows: IL1B NFkB inh cell count 2 µM, IL1B NFkB inh, Bcl-B displacement, MRP resist rev with doxorubicin, MRP resist rev, NFkB transloc pot, PLAP inhibitors HTS, NFkB transloc pot cell count 2 µM, MRP resist rev cytotoxicity
CCN(CC)S(=O)(=O)c1ccc(NC(=O)COC(=O)c2ccc(Br)o2)cc1
→ 185, -5, -2%, 91, -3, 5, 21%, 185, 88
N#Cc1cc2c(nc1SC1CCCCC1O)CCCC2 (stereo unspecified)
→ 141, 6, 5%, 83, 3, -6, 1%, 141, 86
c1ccc(-c2nc3nc4ccccc4nc3n2Cc2ccco2)cc1
→ 113, -2, 6%, 56, -11, 2, -33%, 113, 45
CCN(CC)S(=O)(=O)c1ccc(C(=O)NCc2n[nH]c(=S)n2Cc2ccccc2)cc1
→ 178, -7, -2%, ., ., 7, -14%, 178, .
CCOC(=O)c1c(N)sc(C(O)(C(F)(F)F)C(F)(F)F)c1-c1ccc(OC)cc1OC
→ 112, -17, -4%, 68, 14, 17, -32%, 112, 82
O=C(CSc1ccccn1)N1CCN(c2ccccc2)CC1
→ 97, 9, -4%, 93, -2, -9, 10%, 97, 91
CN(C)CCOc1nc(-c2ccccc2)nc2c1oc1ccccc12
→ 181, -5, 9%, 6, -4, 5, -49%, 181, 2
O=C1CCC(=O)N1c1ccc(CSc2nc3ccccc3[nH]2)cc1
→ 195, -8, -10%, 96, 9, 8, -1%, 195, 105
FC(F)C(F)(F)C1=CC(c2cccs2)=NCCN1
→ 132, -26, -2%, 78, 3, 26, -7%, 132, 80
Cc1ccccc1NC(=S)NC1CC2CCC(C1)N2Cc1ccco1 (stereo unspecified)
→ 111, -63, -2%, ., ., ?, -8%, ., .

(listing goes on)
Values run as follows: IL1B NFkB inh cell count 2 µM, IL1B NFkB inh, Bcl-B displacement, MRP resist rev with doxorubicin, MRP resist rev, NFkB transloc pot, PLAP inhibitors HTS, NFkB transloc pot cell count 2 µM, MRP resist rev cytotoxicity
CCCC(=O)CN1C(=O)C2(OCCO2)c2ccccc21
→ ., ., -2%, 101, 1, ., 7%, ., 102
CCOC(=O)/C(=C\c1ccccc1)C(=O)c1cc(C(C)=O)c(Nc2ccccc2)s1
→ ., ., -177%, 2, 1, ., -37%, ., 2
CC(C)(C)n1nc(-c2ccc(F)cc2)c2c(N)ncnc21
→ 173, 0, -3%, ., ., 0, -2%, 173, .
COC(=O)C1CCN(C(=O)Cc2ccc(C)cc2)CC1
→ 58, 4, -3%, 87, 20, -4, -4%, 58, 107
Cc1cc2cc(NC(=O)c3ccco3)ccc2[nH]1
→ 182, 27, 4%, 97, -11, -27, -9%, 182, 85
O=C(c1ccco1)N1CCN(c2ncnc3c2[nH]c2ccc(Br)cc23)CC1
→ 117, 10, 1%, 47, -9, -10, 10%, 117, 38
CCS(=O)(=O)n1nc(-c2ccccc2)nc1SCc1ccccc1
→ 179, -5, -13%, 94, 11, 5, 6%, 179, 104
CC1(C)Cc2c(sc3nn[nH]c(=O)c23)CO1
→ 152, 5, -11%, 85, 21, -5, -25%, 152, 107
c1ccc(CNc2cnccn2)cc1
→ 129, -3, ., ., ., 3, ., 129, .
Cc1cccc(CCN(Cc2cc3cccc(C)c3[nH]c2=O)C(=O)N2CCOCC2)c1
→ 79, -10, -8%, 92, -4, 10, -44%, 79, 87

(listing goes on)
Values run as follows: IL1B NFkB inh cell count 2 µM, IL1B NFkB inh, Bcl-B displacement, MRP resist rev with doxorubicin, MRP resist rev, NFkB transloc pot, PLAP inhibitors HTS, NFkB transloc pot cell count 2 µM, MRP resist rev cytotoxicity
COC(=O)CN1C(=O)S/C(=C/c2cc(C)n(C)c2C)C1=O
→ 155, -11, 0%, ., ., 11, -3%, 155, .
O=C(CN1CC(c2ccccc2)CC1=O)OCc1ccccc1F (stereo unspecified)
→ 133, 7, -4%, 58, 36, -7, -74%, 133, 93
CCOC(=O)/C(=N/Nc1ccc(Cl)cc1)S(=O)(=O)c1ccccc1
→ 94, -3, -15%, 85, 11, 3, 7%, 94, 96
C=CCOC(=O)C1=C(C)NC(C)=C(C(=O)OCC=C)C1c1cccs1
→ 114, -48, -8%, ., ., ?, -8%, ., .
Cc1cc(C)c2c(=O)n(CC(=O)N3CCC(N4CCCCC4)CC3)sc2n1
→ 136, -2, -2%, 92, 11, 2, -17%, 136, 103
CCOc1ccc(N=C(NC#N)SCC)cc1
→ 126, -5, ., 78, 16, 5, ., 126, 95
CC(C)Cc1nc2oc3c(NCC4CCCO4)ncnc3c2c2c1CCC2 (stereo unspecified)
→ 132, 3, -8%, 52, -20, -3, -52%, 132, 33
Cc1cc(=O)n2[nH]c(C(=O)O)nc2n1
→ 160, 15, 1%, ., ., -15, -5%, 160, .
Cc1ccc(CNCc2cc3c(C(C)(C)C)nn(-c4ccccc4)c3[nH]c2=O)cc1
→ 84, -12, -106%, 2, 0, 13, -113%, 84, 2
COCCNC(=O)COc1cccc(Oc2ccccc2)c1
→ 123, -5, 4%, 90, 0, 5, -7%, 123, 89

Only part of the results is shown, so the mix of outcomes need not match the whole.
